# Compound activity as filed in PubChem.
# ANO1 activ – TMEM16A chloride channel activators or potentiators, primary screen, cell-based, HTS. B-score at 10 µM. HEK293 TMEM16A/YFP-H148Q/I152L, iodide quench fluorescence; active compounds read low. 0.3% of 340,000 active;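 active means fluorescence-ratio B-score plate-corrected deviation score at least 3 library SD below zero, with starting fluorescence score within 5 deviations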;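 further: channel opened by trigger with iodide after compound preincubation; score built on the fluorescence ratio of max minus min over baseline; more negative score means more quench and so TMEM16A activation or potentiation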
# KCNQ1 act – potentiators or activators of KCNQ1 channel, primary screen, cell-based, thallium flux, high-throughput; Potassium voltage-gated channel subfamily KQT member 1 (Homo sapiens), P51787; B-score at 10 µM; 0.35% of 310,000 active; CHO-K1 KCNQ1, thallium flux FluxOR fluorescence; active compounds read high;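 active means fluorescence ratio B-score, a plate-corrected score, at least three library SD, with initial intensity B-score within 5 SD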
# Target sequence (P51787 whole entry, looked up): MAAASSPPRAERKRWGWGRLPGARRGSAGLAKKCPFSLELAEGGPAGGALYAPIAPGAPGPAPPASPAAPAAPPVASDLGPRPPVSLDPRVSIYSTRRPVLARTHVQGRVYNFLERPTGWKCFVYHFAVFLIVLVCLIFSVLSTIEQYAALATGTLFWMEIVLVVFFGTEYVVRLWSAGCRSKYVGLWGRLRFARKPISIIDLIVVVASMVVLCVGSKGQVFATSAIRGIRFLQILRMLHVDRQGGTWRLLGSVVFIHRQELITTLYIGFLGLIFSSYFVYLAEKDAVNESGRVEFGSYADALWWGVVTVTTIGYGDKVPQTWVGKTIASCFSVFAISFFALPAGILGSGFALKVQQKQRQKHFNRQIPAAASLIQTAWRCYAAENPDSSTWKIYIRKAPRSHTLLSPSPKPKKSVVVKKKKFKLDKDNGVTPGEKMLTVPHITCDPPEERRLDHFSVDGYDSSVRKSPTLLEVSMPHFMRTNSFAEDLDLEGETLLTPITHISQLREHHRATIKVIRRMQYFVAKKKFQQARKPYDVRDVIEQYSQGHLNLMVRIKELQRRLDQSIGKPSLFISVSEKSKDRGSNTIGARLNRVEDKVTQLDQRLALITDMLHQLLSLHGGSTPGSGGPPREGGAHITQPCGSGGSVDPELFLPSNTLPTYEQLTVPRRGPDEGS
#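 Assay system: CHO-K1 cells stably expressing KCNQ1. Medium: assay buffer for compound exposure, DMSO matched across wells. Timing: 37 °C overnight plating, 90-min dark dye load, 20-min compound pretreatment. Signal: kinetic FluxOR fluorescence, 10 s baseline plus 110 s post-stimulus.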
# SKKanGAS inh – S. pyogenes SKKanGAS growth inhibitors in kanamycin, primary screen, streptokinase expression inhibitor project, SKKanGAS strain, BacTiter-Glo luminescence. inhibition, % at 7.5 µM. 1.3% of 300,000 active. AID 1662, 2009. 6 h;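 active means mean replicate score, as percent of positive control median, at least 50; inconclusive means mean below 50 but one replicate at or above 50; inactive means mean and every replicate below 50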;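 further: strain carries kanamycin resistance gene driven by streptokinase promoter and grows in 40 µg/ml kanamycin; loss of luminescence reflects streptokinase promoter inhibition or plain growth inhibition; 0% = median of DMSO wells and 100% = positive control at its reference dose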
# TMEM16A inh – TMEM16A chloride channel inhibitors, primary screen, cell-based, HTS | Anoctamin-1 (Mus musculus), Q8BHY3 | 1.2% of 310,000 active | HEK293 TMEM16A/YFP iodide influx fluorescence, ionomycin | normalized B-score (activity score, 25-100; higher = stronger inhibition) at 10 µM;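 active means ratio plate-corrected score three or more library SD toward inhibition, starting fluorescence score within five deviations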;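 further: score derived from kinetic fluorescence span divided by baseline fluorescence per well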
# KCNK3 inh – human KCNK3 channel inhibitors, primary screen, CHO cells, FluxOR thallium flux, B-score. 0.84% of 340,000 active. B-score at 10 µM. Potassium channel subfamily K member 3 (Homo sapiens), O14649. FluxOR fluorescence; active compounds read low;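 active means B-score under library mean minus 4 SD, starting fluorescence ratio at most library mean plus 5 SD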;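 further: more negative B-score means stronger inhibition of thallium flux through KCNK3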
# RGS4 inh – RGS4 inhibitors, primary screen, cell-based, HEK293 M3R inducible RGS4, calcium flux. Regulator of G-protein signaling 4 (Homo sapiens), P49798. Fluo-4 calcium flux; active compounds read high; triggered by carbachol at its EC20. B-score at 10 µM. 0.45% of 310,000 active. AID 463165, 2010;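 active means B-score, a plate-corrected calcium signal, over three deviations above library mean, with baseline fluorescence within five deviations of library mean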;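 further: RGS4 expression induced by doxycycline in cells with stable M3 receptor; B-score is computed from the integrated fluorescence ratio over baseline after carbachol; higher B-score means a larger calcium signal and so more RGS4 inhibition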
# KCNQ1 block – inhibitors of human KCNQ1 channel, primary screen, cell-based, thallium flux, high-throughput. Potassium voltage-gated channel subfamily KQT member 1 (Homo sapiens), P51787. CHO-K1 KCNQ1, FluxOR thallium flux fluorescence; active compounds read high. B-score at 10 µM. 1.3% of 310,000 active. AID 2642, 2010;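 active means compounds whose thallium flux B-score, printed positive for inhibition, exceeds three library SD while starting fluorescence stays within three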;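 further: channel opened by potassium depolarization with thallium stimulus after 20 min compound exposure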
# HDAC3 inh – HDAC3 deacetylase inhibitors, primary screen, biochemical, fluorescence, cell-free homogeneous; Histone deacetylase 3 (Homo sapiens), O15379; recombinant HDAC3, fluorogenic peptide/trypsin coupled; inhibition, % at 8.3 µM; 0.15% of 320,000 active; AID 2718, 2010; in the data active means inhibition above about 26%, passing the limit was not always enough; inconclusive means no clear call, values can overlap the other calls
# Target sequence (O15379 whole entry, looked up): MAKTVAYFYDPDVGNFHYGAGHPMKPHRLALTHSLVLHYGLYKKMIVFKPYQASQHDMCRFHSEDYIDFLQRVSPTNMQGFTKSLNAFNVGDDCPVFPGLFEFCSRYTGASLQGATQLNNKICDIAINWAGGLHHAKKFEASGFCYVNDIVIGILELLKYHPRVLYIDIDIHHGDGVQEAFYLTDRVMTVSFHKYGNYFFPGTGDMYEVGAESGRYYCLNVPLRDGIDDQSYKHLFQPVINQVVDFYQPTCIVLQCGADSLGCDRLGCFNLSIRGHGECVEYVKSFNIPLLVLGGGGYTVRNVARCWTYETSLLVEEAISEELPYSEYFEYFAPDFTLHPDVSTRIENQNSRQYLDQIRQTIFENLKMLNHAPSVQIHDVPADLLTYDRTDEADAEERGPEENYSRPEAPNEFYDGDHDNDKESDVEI
# hERG rescue – hERG rescue from dofetilide block, primary screen, cell-based, CHO-hERG, FluxOR thallium flux, dofetilide IC70 | Voltage-gated inwardly rectifying potassium channel KCNH2 (Homo sapiens), Q12809 | 0.51% of 310,000 active | activation (rescue from dofetilide block), less the hit threshold, % at 10 µM | dofetilide IC70 present;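 active means activation above the mean of controls blocked by dofetilide plus 5 SD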;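 further: thallium influx through hERG after potassium depolarization seen as dye fluorescence rise; in these data hits start at about 4.7%; inactives centre near -7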
# KCNK9 inh – KCNK9 potassium channel inhibitors, primary screen, HEK293 cells, thallium flux; Potassium channel subfamily K member 9 (Homo sapiens), Q9NPC2; FluxOR thallium flux fluorescence; active compounds read low; B-score at 10 µM; 1.2% of 310,000 active; AID 488922, 2010;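 active means ratio B-score over 3 SD below the library mean, with starting fluorescence within 5 SD of its mean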;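 further: negative B-score means less thallium flux so channel inhibition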
# RGS4 act – RGS4 potentiators or activators, primary screen, cell-based, HEK293 M3R inducible RGS4, calcium flux; carbachol calcium flux Fluo4; active compounds read low; 0.92% of 310,000 active; B-score at 10 µM;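 active means B-score of the integrated calcium signal more than 4 SD below the library mean, with starting fluorescence not abnormally high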;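 further: negative B-score means reduced calcium response which marks RGS4 activation or potentiation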
#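 System: HEK293 FlpIn-TREx cells, stable M3R, doxycycline-inducible RGS4. Timing: overnight RGS4 induction, 30 min dye load 37 °C, 20 min compound RT. Also added: carbachol, ECmax concentration. Measured by: Fluo4 fluorescence kinetic imaging of calcium. Evaluation: integrated calcium ratio converted to B score.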
# The depositor's hits bear a star; i = inactive; ? = inconclusive; . = no result given.
SMILES,ANO1 activ,KCNQ1 act,SKKanGAS inh,TMEM16A inh,KCNK3 inh,RGS4 inh,KCNQ1 block,HDAC3 inh,hERG rescue,KCNK9 inh,RGS4 act
COCC(=O)Nc1cc(Cl)ccc1C(F)(F)F,.,i,2.1,i,.,i,i,-2.9,-5.1,i,i
CCOC(=O)N1CCN(c2nc(-c3ccc(OC)cc3)no2)CC1,i,i,0.3,i,i,i,i,-2.4,-6.5,i,i
CCNc1c2c(nc3ccccc13)CC(C)(C)CC2=O,i,i,7.0,i,i,i,i,-0.6,-3.3,i,i
Cc1cccc(NC(=O)CSCC(=O)OCc2ccccn2)c1,i,i,2.2,i,i,i,i,?,-14.6,i,i
O=[N+]([O-])c1ccc(O)c(/C=N\N=C2c3ccccc3-c3ccccc32)c1,i,i,8.6,i,i,i,7*,4.1,-16.7,i,i
COc1cccc(C(=O)Nn2c(C)nnc2-n2nc(C)cc2C)c1,i,i,3.3,i,i,i,i,-5.7,-5.4,i,i
O=C(Nc1ccc(OC(F)(F)C(F)F)c(NC(=O)c2cccc(F)c2)c1)c1cccc(F)c1,i,i,-2.2,i,i,i,i,3.6,-8.9,i,i
COc1cccc(OC)c1C(=O)Nc1ccccc1NC(=O)c1c(OC)cccc1OC,i,i,-1.3,i,i,i,i,-3.9,-10.5,i,i
COc1cc(/C=C(\C#N)C(=O)Nc2ccc3ccccc3c2)c([N+](=O)[O-])cc1OC,i,i,-3.0,i,i,i,i,10.8,-5.5,i,i
CCOC(=O)c1c(NC(=O)CSc2ncn[nH]2)sc(C(C)=O)c1C,i,i,-0.4,i,i,i,i,1.3,-7.8,i,i
Cc1cccc(NC(=O)c2ccc(COc3cccc4ccccc34)o2)n1,i,i,8.6,i,i,i,i,0.9,-13.3,i,i
O=C(N/N=C\c1cccnc1)c1ccccc1O,i,i,2.4,i,i,i,i,3.9,0.8,i,i
CC(Sc1ccccc1)C(=O)Nc1ccc(N2CCOCC2)cc1 (stereo not drawn),i,i,2.2,i,i,i,i,3.9,-3.7,i,i
COc1ccc(C)cc1NC(=O)C1CCN(S(=O)(=O)c2cccc3nonc23)CC1,i,i,6.3,i,i,i,i,1.0,-7.6,i,i
O=C(Cn1c(=O)sc2ccccc21)NCCOc1ccccc1F,i,i,0.9,i,i,i,i,0.0,-1.6,i,i
CCOC(=O)CSc1nnc(CSc2nc(C)cc(C)n2)n1Cc1ccco1,i,i,4.6,i,i,i,i,4.9,2.1,i,i
CC1(C)CC(=O)C2=C(C1)OC(N)=C(C#N)C2C1CC=CCC1 (stereo not drawn),i,i,3.0,i,i,i,i,1.6,-8.4,i,i
Cc1ccc(NC(=O)c2ccc3nsnc3c2)c(Cl)c1,i,i,3.4,i,i,i,i,5.0,-6.8,i,i
Cc1noc(C)c1COc1ccc(C(=O)OCC(=O)Nc2cccc(S(=O)(=O)N3CCOCC3)c2)cc1,i,i,-1.0,i,i,i,i,0.2,-4.1,i,i
Cc1cccc(NC(=O)C[n+]2cccc(C)c2)c1,i,i,0.0,i,i,i,i,5.1,-6.4,i,i
COCCN(C(=O)CCC(=O)Nc1nccs1)C(C(=O)NC(C)(C)C)c1ccc(F)cc1 (stereo not drawn),i,i,0.2,100*,i,i,i,1.8,-6.0,i,i
Cc1ccc(Nc2nc3ccccc3n3nnnc23)cc1,i,i,7.4,i,i,i,i,-2.4,-7.2,i,i
O=C(Nc1cccc(Cl)c1)c1cnn2cccnc12,i,i,-8.1,i,i,i,i,-1.7,-1.7,i,i
COc1cc(C2SCC(=O)N2CCCN(C)C)cc(OC)c1OC (stereo not drawn),i,i,-4.7,i,i,i,i,-9.6,-4.6,i,i
CCN(CC(=O)Nc1cc(Cl)ccc1C)C(=O)c1cc(S(=O)(=O)N2CCCCCC2)ccc1OC,i,i,3.4,i,i,i,i,1.2,-12.2,i,i
# Additional compounds follow:
SMILES,ANO1 activ,KCNQ1 act,SKKanGAS inh,TMEM16A inh,KCNK3 inh,RGS4 inh,KCNQ1 block,HDAC3 inh,hERG rescue,KCNK9 inh,RGS4 act
COc1ccc(-c2nc3ccccc3nc2-c2ccc(OC)c(OC)c2)cc1OC,i,i,-3.1,i,i,i,i,-6.7,-6.2,i,i
CCc1cccc(NC(=O)c2cc(S(=O)(=O)N(C)C)ccc2N2CCCC2)c1,i,i,-8.7,i,i,i,i,-1.0,-5.8,i,i
COc1ccc(C)cc1Nc1cc(C)nc2ncnn12,i,i,-0.2,i,i,i,i,-3.0,-6.6,i,i
O=C1c2ccccc2C(=O)N1c1ccc(Cl)cc1,.,i,2.0,i,.,i,i,-1.5,-11.5,i,i
CC(C)c1ccc(N(C(=O)CNC(=O)c2ccco2)C(C(=O)NC2CCCC2)c2ccncc2)cc1 (stereo not drawn),i,i,-17.9,i,i,i,i,1.9,-7.7,i,i
COC(=O)C(NC(=O)c1ccccc1)(Nc1cc(C)cc(C)n1)C(F)(F)F (stereo not drawn),i,i,-2.2,i,i,i,i,10.5,-8.9,i,i
COc1ccc(CCNC(=O)c2sc3nc4n(c(=O)c3c2C)CCC4)cc1,i,i,1.1,i,i,i,i,-0.4,-19.9,i,i
O=C1c2ccccc2-c2cccc(NS(=O)(=O)c3ccc(C(F)(F)F)cc3)c21,i,i,34.8,i,i,i,i,2.4,-6.5,i,-6.97*
c1ccc2c(c1)ncn2Cc1nnc2sc(-c3ccncc3)nn12,i,i,10.2,i,i,i,i,-1.9,-11.6,i,i
Cc1ccc(NC(=O)c2c(Cl)n(C)c3ccccc23)cc1,i,i,-0.7,i,i,i,i,8.1,-3.5,-7.14*,i
Cc1cc(C)nc(NC(=O)Nc2ccc3c(c2)OCO3)c1,i,i,10.3,i,i,i,i,-2.0,-2.5,i,i
Cc1ccc(/C=C/C(=O)Nc2ccc(S(=O)(=O)Nc3ncccn3)cc2)cc1,i,i,3.1,i,i,i,i,.,-11.2,i,i
CC1CCCCC1NC(=O)CN1CCN(Cc2ccccc2Cl)C1=O (stereo not drawn),i,i,-11.3,i,i,i,i,0.1,-5.8,i,i
Cc1ccc(N2CC(C(=O)N3CCN(C(=O)c4ccco4)CC3)CC2=O)cc1 (stereo not drawn),i,i,-1.4,i,i,i,i,1.9,-2.9,i,i
Cn1c(CCNC(=O)c2ccco2)nc2cc(NC(=O)c3ccco3)ccc21,i,i,9.1,i,i,i,i,7.6,-13.4,i,i
N#C/C(=C\c1ccc(O)c(Br)c1)C(=O)NCc1ccccc1,i,i,4.0,i,i,i,i,8.3,-2.4,i,i
CCC1(c2ccc(F)cc2)NC(=O)N(CC(=O)Nc2ccc(-c3nc4ccc(C)cc4s3)cc2)C1=O (stereo not drawn),i,i,30.6,i,i,i,i,-0.1,-6.6,i,i
COc1ccc(-c2ocnc2C(=O)NCc2nn(-c3ccccc3)nc2C)cc1,i,i,-7.7,i,i,i,i,-17.8,-12.4,i,i
O=C(Nc1ccc(O)c(-c2nc3ccccc3s2)c1)C1=COCCO1,i,i,-2.3,i,i,i,i,-0.5,-0.5,i,i
Cc1ccc(Cn2c(CN3CC(C)OC(C)C3)nc3c2c(=O)[nH]c(=O)n3C)cc1 (stereo not drawn),i,i,-5.9,i,i,i,i,?,-10.4,i,i
Cc1ccc(CN2CCC(CNC(=O)Nc3ccccc3F)CC2)cc1,i,i,-4.9,i,i,i,i,-3.1,-3.0,i,i
CCN(CC)S(=O)(=O)c1ccc(N2CCc3ccccc3C2)nc1,i,i,-5.9,i,i,i,i,-1.8,-13.7,i,-10.3*
C/C(=N\NC(=O)CSc1nc2ccccc2o1)c1cccc(O)c1,i,i,8.5,i,i,i,i,-2.6,-5.2,i,i
CC(=O)N1CCCN(Cc2cn(-c3cc(C)ccc3C)nc2-c2ccccc2)CC1,i,i,4.4,i,i,i,i,8.7,-5.2,i,i
O=C(CCS(=O)(=O)c1ccc(Br)cc1)Nc1ccccn1,i,i,2.0,i,i,i,i,-5.5,-5.2,i,i
# More records
SMILES,ANO1 activ,KCNQ1 act,SKKanGAS inh,TMEM16A inh,KCNK3 inh,RGS4 inh,KCNQ1 block,HDAC3 inh,hERG rescue,KCNK9 inh,RGS4 act
COc1cccc(C(=O)NNC2OC(CO)C(O)C2O)c1 (stereo not drawn),i,i,-15.7,i,i,i,i,5.0,-5.9,i,i
O=C(N/N=C/c1ccc(Br)s1)c1cccnc1,i,i,-2.5,i,i,i,i,6.5,-9.7,i,i
COc1cc(CN(C2CCCCC2)S(=O)(=O)c2ccc(S(=O)(=O)N(C)C3CCCCC3)cc2)cc(OC)c1OC,i,i,4.6,i,i,i,i,-0.9,-5.0,i,i
Nc1scc[n+]1Cc1cccc2cccnc12,i,i,-9.1,i,i,i,i,3.3,-14.0,i,i
CC(=O)Nc1ccc(NC(=O)CSc2nnc(-c3cc(C)[nH]n3)n2N)cc1,i,i,3.2,i,i,i,i,6.4,-4.6,i,i
Cc1ccc(C2(c3noc(CN(C)Cc4ccccn4)n3)CCCC2)cc1,i,i,-1.5,i,i,i,i,3.1,-20.5,i,i
Cc1ccc2cc(COC(=O)C3CCCO3)c(=O)[nH]c2c1 (stereo not drawn),i,i,-10.3,i,i,i,i,-0.8,-5.0,i,i
Cc1ccc2oc(C(=O)NCC3CCOCC3)c(C)c2c1,i,i,2.9,i,i,i,i,0.7,-10.3,i,i
O=C(N/N=C/c1cccnc1)c1cccc(NC(=O)c2ccccc2Cl)c1,i,i,-1.6,i,i,i,i,5.0,-3.4,i,i
O=C(Cc1n[nH]c(=O)[nH]c1=O)N/N=C/c1cccc(O)c1,i,i,-4.9,i,i,i,i,2.8,-9.3,i,i
COc1ccc(S(=O)(=O)N2CCOC2CNC(=O)C(=O)NCCCN(C)C)cc1C (stereo not drawn),i,i,1.3,i,i,i,i,-1.2,-14.7,i,i
O=C1c2ccccc2C(=O)N1CN(C(=O)c1ccccc1)c1ccc(O)cc1,i,i,-13.2,i,i,i,i,-1.4,-5.4,i,i
Cc1ccc(NS(=O)(=O)c2cccc(C(=O)NCCc3c[nH]c4ccccc34)c2)c(C)c1,i,i,13.9,i,i,i,i,15.7,-16.8,i,i
